Bioassay records from PubChem.
BoNT A protease – BoNT A light chain protease inhibition; 360,000 tested, 0.17% active; multiplex microsphere protease substrate cleavage, flow cytometry; inhibition, % at 10 µM; further: plate controls were buffer without enzyme for full effect and enzyme alone for no effect
PfHsp40 yeast – compounds rescuing yeast from Plasmodium falciparum HSP40 toxicity; growth rescue, % at 12.5 µM; 340,000 tested, 0.68% active; S. cerevisiae expressing PfHsp40, growth rescue, ATP luminescence; in the data active means growth rescue above about 28%, passing the limit was not always enough; inconclusive means no clear call, values can overlap the other calls;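 further: yeast W303a lacking pdr1 and pdr3 grown in galactose medium; growth measured after three days at 30 °C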
Anthrax LF prot – inhibitors of Bacillus anthracis lethal factor protease. P15917. multiplex microsphere protease cleavage assay, LF. inhibition, % at 10 µM. 360,000 tested, 0.12% active. AID 588501; further: plate controls were buffer without enzyme for full effect and enzyme alone for no effect
Target sequence (P15917 whole entry, looked up): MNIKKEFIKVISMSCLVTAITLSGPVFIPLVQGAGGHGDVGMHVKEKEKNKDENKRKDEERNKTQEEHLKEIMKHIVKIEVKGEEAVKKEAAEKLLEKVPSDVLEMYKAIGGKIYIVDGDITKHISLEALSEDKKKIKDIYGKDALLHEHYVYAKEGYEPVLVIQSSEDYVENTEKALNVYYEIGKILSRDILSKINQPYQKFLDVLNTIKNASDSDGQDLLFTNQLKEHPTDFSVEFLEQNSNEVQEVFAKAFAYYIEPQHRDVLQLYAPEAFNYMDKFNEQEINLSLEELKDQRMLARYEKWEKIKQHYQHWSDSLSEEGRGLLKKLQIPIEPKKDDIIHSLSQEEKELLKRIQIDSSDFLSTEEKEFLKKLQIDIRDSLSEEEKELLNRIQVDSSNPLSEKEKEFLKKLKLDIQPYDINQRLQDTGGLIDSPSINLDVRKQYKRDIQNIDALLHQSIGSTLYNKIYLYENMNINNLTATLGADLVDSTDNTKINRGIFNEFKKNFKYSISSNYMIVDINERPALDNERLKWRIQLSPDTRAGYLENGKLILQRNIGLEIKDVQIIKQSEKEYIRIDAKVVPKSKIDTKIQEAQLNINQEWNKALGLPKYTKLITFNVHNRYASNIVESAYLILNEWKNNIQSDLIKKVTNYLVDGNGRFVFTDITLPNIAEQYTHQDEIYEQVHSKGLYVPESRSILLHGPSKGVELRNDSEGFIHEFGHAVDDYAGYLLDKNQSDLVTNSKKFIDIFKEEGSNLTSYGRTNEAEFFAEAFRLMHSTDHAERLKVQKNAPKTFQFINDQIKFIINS
Mtb UGM inh – inhibitors of M. tuberculosis UDP-galactopyranose mutase; AID 504406; inhibition, % at 10 µM; purified UGM, fluorescence polarization probe displacement; P9WIQ1; 320,000 tested, 0.06% active; in the data active means inhibition above about 10%, passing the limit was not always enough; inconclusive means no clear call, values can overlap the other calls
FBA Mtb inh – Mtb fructose-bisphosphate aldolase inhibition; P9WQA3; purified M. tuberculosis FBA, fluorescence read-out; inhibition, % at 1 µM; 360,000 tested, 2.3% active; AID 588726; in the data active means inhibition above about 27%;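 further: 0% = vehicle and 100% = reference inhibitor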
GDH-TPI counter – counter-screen for M. tuberculosis FBA inhibitors: GDH-TPI coupled enzymes | GDH-TPI coupled enzyme counterscreen, NADH absorbance | 360,000 tested, 1.2% active | inhibition, % at 4.8 µM | AID 588335; in the data active means inhibition above about 30%;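 further: 0% = DMSO wells and 100% = wells lacking the enzyme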
Mtb BioA inh – BioA (M. tuberculosis) enzyme inhibition; purified M. tuberculosis BioA enzyme, plate reader; inhibition, % at 9.99 µM; 360,000 tested, 0.096% active; in the data active means inhibition above about 40%; inconclusive means no clear call, values can overlap the other calls
BoNT F protease – blocks Botulinum neurotoxin F light chain protease. Multiplex microsphere protease cleavage assay, flow cytometry. inhibition, % at 10 µM. 360,000 tested, 0.22% active; in the data active means inhibition above about 35%, passing the limit was not always enough; inconclusive means no clear call, values can overlap the other calls; further: plate controls were buffer without enzyme for full effect and enzyme alone for no effect
FadD28 binding – blocks FadD28 binding to the bisubstrate probe | fluorescence polarization | inhibition, % at 12.5 µM | 360,000 tested, 0.22% active; in the data active means inhibition above about 8.5%, passing the limit was not always enough; inconclusive means no clear call, values can overlap the other calls
Numbers without * were called inactive; ? = inconclusive; · = no result given. Unless noted, no stated cut-off is given here; in the data, active means inhibition above about 30%; inconclusive means no clear call, values can overlap the other calls; inactive means below that.

canonical_smiles | BoNT A protease | PfHsp40 yeast | Anthrax LF prot | Mtb UGM inh | FBA Mtb inh | GDH-TPI counter | Mtb BioA inh | BoNT F protease | FadD28 binding
COc1ccc(CC(=O)Nc2ccc(N3CCCC3)c(C)c2)cc1 | 0.0 | -0.5 | -3.8 | -1.0 | 1.8 | -2.3 | 0.1 | -18.2 | -2.1
O=C(Cn1cc(C(F)(F)F)cc(Cl)c1=O)NCCc1ccccc1 | 1.9 | -0.6 | 0.8 | · | -0.3 | 10.2 | -0.3 | 9.5 | -0.1
CCCNC(=O)C(=O)N/N=C/c1ccc(OCc2ccccc2)cc1 | -0.9 | -2.4 | -1.5 | -2.9 | 3.0 | 10.9 | · | 0.6 | -1.8
Nc1c(C(=O)CSc2n[nH]c(-c3ccccc3Br)n2)c(=O)[nH]c(=O)n1C1CC1 | -0.4 | -0.1 | 1.4 | 0.8 | -1.6 | 0.0 | -1.2 | 0.4 | -4.6
O=C(C[C@@H]1C/C=C\C[C@H](Cc2ccc(F)cc2)C(=O)OC[C@@H](c2ccccc2)NC1=O)NCCO | -0.1 | -0.2 | -5.9 | -0.8 | 3.0 | 13.5 | 1.2 | 1.2 | -1.9
CN(C)C(=O)N1CCN(C(=O)c2ccccc2Sc2ccccc2C#N)CC1 | 0.0 | -1.7 | 3.7 | 1.4 | -0.3 | 0.8 | 6.6 | -16.4 | -1.1
C=CCn1c(SCC(=O)Nc2nc(C)cs2)nnc1C(C)NC(=O)c1ccccc1Cl (configuration not stated) | · | 1.1 | · | -0.4 | 4.1 | 10.4 | · | · | -1.8
O=S(=O)(c1ccc(-c2csc(-c3cccnc3)n2)cc1)N1CCOCC1 | 0.0 | -0.7 | -4.3 | 1.6 | 6.5 | 5.7 | · | -2.6 | -4.1
C=CCOC(=O)C1=C(C)NC(SCC(N)=O)=C(C#N)C1c1cccs1 (configuration not stated) | 0.0 | 0.5 | -1.5 | 0.3 | 0.6 | 2.3 | -1.3 | -6.0 | -3.9
O=C(NCc1ccco1)c1cccc(-c2cncc3nccn23)c1 | 0.2 | · | 1.9 | · | 123.1* | -1.8 | 0.5 | -1.0 | -4.7
O=C(c1cc2c(=O)n3ccccc3nc2s1)N1CCN(Cc2ccccc2)CC1 | -1.2 | 1.6 | 15.5 | 0.8 | 105.3* | 3.0 | 0.2 | -30.6 | -2.8
O=C(Nc1ccccc1Br)C1CCCN1S(=O)(=O)c1cccc2nsnc12 (configuration not stated) | -0.4 | 0.0 | -1.0 | 0.2 | -2.8 | 4.3 | · | -2.1 | -6.2
CCCCCn1c(=O)[nH]c2cc(C(=O)NCc3ccc4c(c3)OCO4)ccc2c1=O | -0.3 | -0.7 | -2.8 | -0.7 | 0.1 | 4.2 | 0.3 | 15.2 | -4.6
CC(Cl)C(=O)NNC(=O)CNS(=O)(=O)c1ccccc1 (configuration not stated) | -1.9 | -0.5 | -5.5 | -2.1 | 0.3 | -4.1 | · | -15.1 | -3.1
O=C(c1coc(=O)c(Br)c1)N1CCC(C(O)(c2ccccc2)c2ccccc2)CC1 | -0.3 | -0.8 | -1.6 | 2.7 | 69.7* | 32.5* | · | -1.1 | -3.5
O=C(NNC(=O)C1CC(=O)N(Cc2ccccc2)C1)c1ccc(F)cc1 (configuration not stated) | 1.0 | 0.1 | -2.2 | -0.7 | -0.1 | 0.3 | 0.2 | -7.1 | -0.4
CNc1c(NS(=O)(=O)c2ccc(CC(C)C)cc2)c(=O)oc2ccccc12 | 3.9 | 1.3 | 6.8 | 0.5 | 5.4 | 1.5 | 0.1 | -3.5 | 0.1
CCN1C(=O)/C(=C/C=C2\N(CC)c3cc(S(=O)(=O)N(C)C)ccc3N2c2ccccc2)SC1=S | 88.9* | -0.3 | 38.0* | 2.5 | 1.5 | -1.3 | · | 13.5 | 1.3
CC(O)CNc1ccc(-c2nn(C)c(=O)c3ccccc23)cc1[N+](=O)[O-] (configuration not stated) | -0.2 | 0.1 | -2.4 | 1.4 | -8.8 | 1.9 | · | -3.2 | -3.4
CCN(CC)S(=O)(=O)c1cccc(S(=O)(=O)c2cccc(S(=O)(=O)N(CC)CC)c2)c1 | ? | 14.7 | -5.0 | -5.3 | -2.2 | 11.3 | -2.5 | 0.2 | -1.3
Cc1ccc(NC(=O)c2ccn(C)n2)c(Br)c1 | -0.9 | -0.3 | -9.5 | 2.7 | 0.9 | 5.4 | -1.8 | -3.8 | -0.6
CCC1=NN(C(=O)COc2ccccc2)C(O)(c2ccc(Br)cc2)C1 (configuration not stated) | -0.1 | 2.1 | -0.5 | -2.9 | -5.5 | 5.7 | 0.5 | 0.6 | -3.7
Cc1ccc(C(=O)C2C(c3cccs3)NC(=O)NC2(O)C(F)(F)F)cc1 (configuration not stated) | 0.1 | -0.1 | 1.8 | 2.5 | -4.2 | 0.4 | -1.8 | ? | -4.7
CC(C)C[C@H](NC(=O)c1nc[nH]c1C(=O)NCC(=O)OC(C)(C)C)C(=O)OC(C)(C)C | -0.5 | 15.6 | 1.7 | 1.7 | -1.3 | -5.1 | 1.5 | -3.7 | -2.0
c1ccc(-c2nnc(N3CCOCC3)c3ccccc23)cc1 | -2.9 | -0.7 | -2.3 | 1.1 | 2.4 | -1.3 | · | -11.3 | 0.4
Cc1cc(C)c(OCC(=O)Nc2ccc(N3CCOCC3)cc2)c(Br)c1 | 0.2 | 0.1 | -1.7 | 3.6 | -1.7 | 0.3 | -1.9 | -5.8 | -0.3
Cc1cc2c(cc(C(=O)O)n2C)s1 | 0.2 | -0.6 | 4.3 | 0.9 | 4.8 | -4.0 | -1.4 | -4.4 | -0.1
CCn1cc(C(=O)NCC(OC)OC)c(=O)c2cc(S(=O)(=O)N(C)C3CCCCC3)ccc21 | -1.2 | 0.7 | 0.4 | -3.7 | 1.9 | 5.2 | 9.1 | 0.9 | -1.1
O=C(CSc1nc2ncc(Br)cc2[nH]1)Nc1ccccc1-c1ccccc1 | -0.1 | 1.3 | 1.6 | 0.1 | 1.4 | 6.9 | 2.9 | 5.6 | -2.8
Cc1cccc(NC(=O)CN(C)S(=O)(=O)c2cnc[nH]2)c1 | 0.2 | -1.7 | -5.3 | 1.9 | 0.8 | 0.3 | 3.4 | -1.0 | -2.8
CCOC(=O)C1=C(NC(=S)NC(=O)c2ccccc2)c2ccccc2CC1(C)CC (configuration not stated) | 0.3 | ? | -6.7 | 1.2 | -0.9 | 6.2 | 1.1 | -6.9 | -1.5
O=C1NC(=O)C2C3c4ccccc4C(c4ccccc43)C12 (configuration not stated) | -0.3 | -1.1 | -1.7 | -1.4 | 2.1 | 0.0 | -0.2 | 3.7 | -2.3
c1coc(CSSCc2ccco2)c1 | -0.2 | -2.1 | -5.2 | 3.9 | 0.8 | 13.4 | -1.8 | 6.3 | 0.7
COc1ccc(C(=O)COc2ccccc2C#N)cc1 | -0.4 | -1.8 | -8.8 | 1.7 | 1.6 | -9.6 | · | -7.2 | 1.0
Nc1nnc(SCC(=O)N2CCc3ccccc3C2)s1 | -0.2 | -0.6 | -4.4 | 0.8 | 0.8 | 1.3 | 2.4 | -1.9 | -0.1
Cc1ccc(C(=O)Nc2ccc3cn[nH]c3c2)cc1S(=O)(=O)N1CCCCC1 | 0.2 | 14.4 | -2.8 | 0.5 | 0.2 | 6.0 | 1.0 | -20.3 | -12.6
COCCCn1c(N)c(-c2nc3ccccc3n2C)c2nc3ccccc3nc21 | 2.2 | -0.3 | -0.6 | -0.4 | 1.6 | 15.5 | -2.0 | -5.8 | -3.8
Cc1ccccc1C(=O)N1CCN(c2ccc(NC(=S)NC(=O)c3ccco3)cc2)CC1 | 1.7 | 0.0 | -0.3 | -0.6 | 1.5 | 7.6 | -0.6 | 2.7 | -0.2
CC(C)c1csc(CN2CCC(CO)(Cc3ccccc3)CC2)n1 | 0.4 | -0.1 | 0.8 | 1.2 | -4.2 | -3.5 | · | -6.1 | -5.2
O=C(CN1C(=O)c2ccccc2C1=O)OCC(=O)c1ccccc1 | -0.1 | 0.2 | -6.5 | 2.6 | 2.0 | 3.6 | -1.2 | -10.0 | 0.0
c1ccc(CCc2nc(-c3cccnc3)no2)cc1 | -1.9 | -1.1 | -2.4 | -1.9 | 2.8 | 7.3 | 2.9 | ? | -4.0
CCOC(=O)N1CCN(C(=O)CSc2ncnc3ccccc23)CC1 | 0.1 | 0.3 | -1.5 | 2.9 | 1.4 | 6.6 | 0.9 | 7.4 | 0.2
CCCCOc1ccccc1NC(=O)C=C(C)C | -0.8 | -0.1 | -1.4 | 1.5 | -2.8 | -9.6 | -0.4 | -10.3 | -2.9
CC(C)(C)[C@H]1COC(=O)CC/C=C\C[C@@H](CC(=O)N[C@H](CO)Cc2ccccc2)C(=O)N1 | 0.2 | 4.2 | 0.8 | -2.2 | 4.8 | 6.7 | -1.6 | 4.9 | -0.9
O=C(Nc1cccs1)NC1CCCC1 | -0.3 | -0.3 | -0.7 | 2.7 | 0.6 | -5.0 | -0.3 | 0.9 | -2.1
Cc1nc(SC2CC(=O)N(c3ccccc3)C2=O)n[nH]1 (configuration not stated) | -1.0 | -0.6 | -0.6 | 1.3 | 3.5 | 7.8 | · | -0.5 | 1.3
COC(=O)C1=C(C)C(c2ccc(OC)cc2)NC(=O)N1 (configuration not stated) | 0.2 | -0.5 | 0.6 | -1.8 | -3.2 | 2.7 | · | 1.4 | -0.3
CN(C)C=NC(=O)/C(C#N)=C1\CCc2ccccc2N1 | 0.2 | 2.2 | 2.8 | 0.5 | 0.6 | 55.6* | 0.4 | -7.5 | -1.9
COc1ccccc1C(=O)Nc1nnc(S(=O)(=O)N(C)Cc2ccccc2)s1 | -0.2 | -1.6 | -1.1 | -2.2 | 5.4 | 9.5 | -0.9 | 4.6 | -1.7
CCOc1ccccc1N1CCN(C(=O)c2ccc3nc(N)sc3c2)CC1 | -0.7 | 0.1 | -2.6 | -3.2 | 4.5 | 2.5 | 10.7 | ? | -1.3

(listing goes on)
canonical_smiles | BoNT A protease | PfHsp40 yeast | Anthrax LF prot | Mtb UGM inh | FBA Mtb inh | GDH-TPI counter | Mtb BioA inh | BoNT F protease | FadD28 binding
COC(=O)c1cn[nH]c1NC(=S)Nc1ccccc1C | 0.0 | -0.9 | -5.4 | · | -0.3 | 6.7 | -0.1 | 2.6 | -0.9
NC(=O)CSCc1c(Cl)cccc1Cl | -0.9 | -1.3 | 1.5 | -1.4 | -1.1 | 5.6 | -0.4 | -0.8 | -2.1
COc1cccc(CN2CC(C(=O)NCc3cccc(Cl)c3)CCC2=O)c1 (configuration not stated) | 1.8 | 0.2 | 0.9 | · | 0.2 | -12.6 | 0.8 | 7.0 | -4.2
Cc1ccc(-n2nc3c(=O)n(CCCC(=O)NCc4ccc(F)cc4)nc(C)c3c2C)cc1 | -0.1 | 0.6 | 2.9 | -0.8 | 3.6 | 3.5 | 0.5 | -1.9 | 0.9
COc1ccc(NC(=O)c2nn(C34CC5CC(CC(C5)C3)C4)cc2[N+](=O)[O-])cc1 | -0.8 | 0.8 | -1.8 | · | 1.4 | 3.6 | · | -12.2 | -1.8
Fc1ccc(CN2CCN(c3ncccn3)CC2)cc1 | 2.1 | 0.4 | -0.7 | -0.8 | 3.3 | -1.2 | -1.5 | -0.1 | -1.2

3 entries from above, arranged by length of the SMILES, high to low:
canonical_smiles | BoNT A protease | PfHsp40 yeast | Anthrax LF prot | Mtb UGM inh | FBA Mtb inh | GDH-TPI counter | Mtb BioA inh | BoNT F protease | FadD28 binding
Cc1ccc(-n2nc3c(=O)n(CCCC(=O)NCc4ccc(F)cc4)nc(C)c3c2C)cc1 | -0.1 | 0.6 | 2.9 | -0.8 | 3.6 | 3.5 | 0.5 | -1.9 | 0.9
COc1cccc(CN2CC(C(=O)NCc3cccc(Cl)c3)CCC2=O)c1 (configuration not stated) | 1.8 | 0.2 | 0.9 | · | 0.2 | -12.6 | 0.8 | 7.0 | -4.2
NC(=O)CSCc1c(Cl)cccc1Cl | -0.9 | -1.3 | 1.5 | -1.4 | -1.1 | 5.6 | -0.4 | -0.8 | -2.1
